MRP resist rev: MRP-mediated drug resistance reversal; H69AR cells + 2 uM doxorubicin, CellTiter-Glo, 72 h; differential viability (reversal), % at 10 µM; hit rate 0.04% among 85,000; AID 602;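 active = viability drop by adding the cancer drug above about 55%, with treated viability meeting a 40% cutoff, limit read from the data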;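 note: viability without doxorubicin minus viability with 2 µM doxorubicin for each compound; larger differential means the compound sensitizes cells more to doxorubicin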
IL1B NFkB inh: blocks IL-1B driven NFkB nuclear translocation in HUVEC cells; HUVEC IL-1B NFkB p65 nuclear translocation imaging; inhibition, % at 2 µM; AID 796; hit rate 0.43% among 94,000;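 active = inhibition above about 30% together with a positive call from visual inspection of the well image, limit read from the data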;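 note: nuclear over cytoplasmic p65 intensity ratio measured by imaging; 0% = IL-1B stimulated DMSO wells and 100% = unstimulated DMSO wells; values of inactives mirror those of a sister screen read the other way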
Bcl-B TR3 displacers: displacers of TR3 peptide from Bcl-B, primary screen, selectivity assay for Bfl-1 inhibitor project, biochemical, fluorescence polarization; FP displacement of FITC-TR3 peptide from Bcl-B; higher % means a stronger effect; hit rate 0.11% among 96,000; one-dose displacement, % at 20 µM; IC50 in µM for titrated hits; AID 748;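 active = displacement above 50% at 20 µM plus a fluorescence interference ratio under 1.5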;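 note: plate controls were wells without compound for no effect and wells lacking Bcl-B protein for full effect; a part of the inactive calls stands beside numbers as strong as those of hits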
PLAP inhibitors HTS: inhibition of human placental alkaline phosphatase – biochemical, luminescence, HTS (AID 690); inhibition, % at 20 µM; hits with a dose series show IC50 in µM; purified PLAP, luminescent substrate; higher % means a stronger effect; hit rate 0.08% among 96,000; in the data active = a potency from the dose series; inactive = the rest, 99 in 100 with inhibition below about 30%; note: strong numbers were not always called active
NFkB transloc pot: enhances IL-1B driven NFkB nuclear translocation. HUVEC IL-1B NFkB p65 nuclear translocation imaging. activation, % at 2 µM. hit rate 0.3% among 94,000;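 active = activation above 40%, about the mean plus 3 SD, also judged a hit on visual image review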;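 note: percent activation is computed from the nuclear over cytoplasmic p65 intensity ratio; values of inactives mirror those of a sister screen read the other way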
MRP resist rev cytotoxicity: further read-out of MRP resist rev, marked with its call; viability, %; H69AR cells, CellTiter-Glo, 72 h; measured here: cytotoxicity without doxorubicin
MRP resist rev with doxorubicin: further read-out of MRP resist rev, marked with its call; viability, %; measured here: viability with 2 uM doxorubicin; active compounds read low
IL1B NFkB inh cell count 2 µM: also measured in IL1B NFkB inh; calls as there; cell count; measured here: cells passing quality filter;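 raw number of nuclei counted in each imaged well without normalization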
NFkB transloc pot cell count 2 µM: second read-out of NFkB transloc pot, no call of its own (marks repeat the call); cell count; measured here: cells passing quality filter
The depositor's hits bear a star; / = not tested or not shown. An excerpt, so the mix of outcomes need not match the whole.

SMILES	MRP resist rev	MRP resist rev cytotoxicity	MRP resist rev with doxorubicin	IL1B NFkB inh	IL1B NFkB inh cell count 2 µM	Bcl-B TR3 displacers	PLAP inhibitors HTS	NFkB transloc pot	NFkB transloc pot cell count 2 µM
COCc1[nH]nc2c1C(C1C=CCCC1)C(C#N)=C(N)O2 (configuration not stated)	19	102	82	4	125	1%	12%	-4	125
CCCC(=O)N1CCN(S(=O)(=O)c2cc(Cl)ccc2OC)CC1	12	88	76	-12	138	11%	-34%	11	138
C=CCn1c(SCC(=O)OCC)nc2cc(C(=O)NCc3ccco3)ccc2c1=O	22	100	78	-2	173	0%	12%	2	173
CCOC(=O)c1oc2ccc(Br)cc2c1CSc1nnc(C)s1	17	100	83	-10	134	-5%	19%	10	134
CC(C)Cn1cc(C(=O)N2CCOCC2)c2c3ccccc3n(C)c2c1=O	-14	58	72	-11	122	15%	-15%	11	122
COc1ccc(Cc2nnc(SCC(=O)NCc3ccco3)o2)cc1	0	93	94	-5	157	10%	-19%	5	157
CC(=O)c1ccc(-n2nnnc2SCC(=O)N2CCN(C(=O)c3ccco3)CC2)cc1	5	86	81	12	88	-4%	-56%	-12	88
CCN(CC)c1nc(-c2cccc(OC)c2O)nc2ccccc12	-7	55	62	-15	113	5%	9%	15	113
O=Cc1ccccc1OCCOc1ccccc1C=O	-26	23	49	2	94	/	/	-2	94
COc1ccccc1Nc1nnc(SCC(=O)Nc2cc(C)on2)s1	/	/	/	15	219	2%	28%	-15	219
Nc1nnc(CCc2ccccc2)s1	6	105	99	-8	195	10%	-7%	8	195
Cc1cc(C)n(-c2nc(Nc3ccccc3C)nc(-n3nc(C)cc3C)n2)n1	12	54	42	7	170	2%	10%	-7	170
OC1(c2ccccc2F)CCN(Cc2nnnn2CCc2ccccc2)CC1	4	93	89	-11	150	12%	-69%	11	150
COC(=O)c1cccc(NC(=O)c2cnoc2C)c1	27	109	82	-3	150	/	/	3	150
O=C1CC(N(Cc2ccc3c(c2)OCO3)C(=O)Nc2ccc(F)cc2)C(=O)N1c1ccccc1 (configuration not stated)	4	84	80	14	93	-12%	-7%	-14	93
C=CCN(c1ccc(C(=O)NC(C)C)cc1)S(C)(=O)=O	6	99	93	-6	86	3%	-26%	6	86
Cc1cccc(NC(=O)C2CC(=O)N(c3ccccc3)C2)c1C (configuration not stated)	6	97	91	6	166	-8%	-7%	-6	166
CSc1nc(C)cc(OCNC(=O)c2cccs2)n1	1	96	94	11	81	8%	14%	-11	81
Cc1cc(C)c2c(CN3CCN(Cc4ccc5c(c4)OCO5)CC3)cc(=O)oc2c1C	-30	33	64	12	105	-14%	-55%	-12	105
CCc1ccccc1NC(=O)CSC1=C(C#N)C(c2ccc(O)c(OC)c2)C2=C(CCCC2=O)N1 (configuration not stated)	/	/	/	/	/	-6%	-3%	/	/
COc1ccc2[nH]c3c(c2c1)CN(C)CC3	-8	99	107	-24	208	12%	-6%	24	208
COc1cccc(Nc2nc3ccccc3nc2NS(=O)(=O)c2cccs2)c1	-3	65	68	8	127	-8%	7%	-8	127
CCOC(=O)c1c(C)oc2ccc(OCC(N)=O)cc12	17	98	81	-14	150	0%	4%	14	150
Cc1cc2c(cc1C)CSC(c1ccccc1O)SC2	-20	58	78	-23	55	-8%	15%	23	55
CN1CCc2c(sc3c2c(=O)n(-c2ccccc2)c2nnc(SCc4ccc(Cl)cc4)n32)C1	51	92	41	5	154	-7%	-51%	-5	154
Cc1ccc(C(=O)CSc2nnc(-c3ccccc3)o2)cc1	-2	96	97	-5	8	/	/	5	8
CCOC(=O)C1=C(c2ccccc2)O/C(=C(/C#N)C(F)(F)F)S1	0	2	2	56*	80*	-5%	21%	-56	80
COc1ccc(N(CC(=O)N2CCc3ccccc3C2)S(C)(=O)=O)cc1	8	83	74	/	/	-1%	10%	/	/
Cc1cccc(C)c1OCc1nnc(SCC(=O)NCCc2ccccc2)o1	/	/	/	-12	149	/	/	12	149
Cc1noc(C)c1S(=O)(=O)N1CCCC(C(=O)NCCc2ccc(Cl)cc2)C1 (configuration not stated)	7	92	85	-12	149	-6%	18%	12	149
CCN(CC(=O)Nc1cc(C)nn1-c1nc(C)cc(C)n1)Cc1ccccc1	1	14	13	-17	144	4%	-53%	17	144
O=C(NCc1nc(-c2ccccc2)no1)c1cccs1	4	98	94	/	/	-10%	5%	/	/
COc1cc(OC)c(C2N(c3ccccn3)C(=O)C3CCCN32)cc1OC (configuration not stated)	11	98	88	-40	131	-6%	-15%	40	131
CC1CCc2nn(CC(=O)N3CCc4ccccc43)cc2C1 (configuration not stated)	-10	89	99	6	176	-1%	-19%	-6	176
CCc1ccc2nc(Nc3nc(COC)cc(=O)[nH]3)nc(C)c2c1	/	/	/	14	164	0%	-147%	-14	164
COC(=O)c1ccccc1NC(=O)COC(=O)CSCC(=O)N1CCOCC1	1	104	102	8	205	-14%	8%	-8	205
O=C1NCCCc2c1oc1cc(Br)c(O)c(Br)c21	-16	70	86	/	/	-4%	-24%	/	/
Cc1cccc(C)c1NC(=O)c1ccc(-n2cncn2)nc1	/	/	/	1	142	-2%	10%	-1	142
COc1ccc(C2CC(C(F)(F)F)n3ncc(C(=O)Nc4c(C)n(C)n(-c5ccccc5)c4=O)c3N2)cc1 (configuration not stated)	3	82	79	2	106	/	/	-2	106
COC(=O)c1cc2oc(C)cc2n1CC(=O)N(C)c1ccccc1	-6	78	83	6	121	0%	14%	-6	121
Cc1ccc(N(C(=O)CCC(=O)Nc2cc(C)on2)C(C(=O)NC2CCCC2)c2ccncc2)cc1 (configuration not stated)	-3	83	86	/	/	3%	-39%	/	/
COc1ccc(C2=C(C#N)C(=O)OC2)cc1	/	/	/	-5	186	-6%	-22%	5	186
COc1ccc(-n2c(SCC(N)=O)nnc2-c2cccnc2)cc1	11	92	81	-6	163	/	/	6	163
COc1ccc(Cc2nc(-c3ccc(Br)o3)no2)cc1OC	3	92	89	-24	168	-32%	-61%	25	168
COc1cc(/C=N/NC(=O)c2cc(-c3cccn3C)n[nH]2)cc(OC)c1OC	/	/	/	-6	125	-10%	-60%	6	125
O=C(O)c1cc(NCc2cccs2)ccc1N1CCOCC1	-7	109	116	4	168	8%	-19%	-4	168
CCC1Sc2ccccc2N(CC(=O)NCCC(C)C)C1=O (configuration not stated)	0	98	98	-8	153	7%	-48%	8	153
CCn1c(=O)cc(SCC(=O)NCCN2CCN(Cc3ccccc3)CC2)c2ccccc21	3	80	76	-9	156	5%	-50%	9	156
COc1cc(C(=O)NCc2ccco2)c(Br)c(OC)c1OC	/	/	/	8	95	4%	1%	-8	95
CCNc1nc(NCC)nc(Oc2ccc(N)cc2)n1	-12	93	106	-14	145	4%	10%	14	145
NC(=O)CSc1nnc(Cc2csc(Nc3ccccc3)n2)n1Cc1ccccc1	10	94	84	-5	121	12%	-34%	5	121
N#Cc1cc2c(nc1SCc1cccnc1)CCCC2	7	80	73	/	/	-13%	20%	/	/
O=C(/C=C/c1ccccc1)c1ccccn1	/	/	/	0	101	6%	-14%	0	101
COc1ccc(N=CC2=C(O)c3ccccc3C2=O)cc1	-17	35	52	-8	155	-9%	29%	8	155
Cc1cc(C)nc(/N=C(/NC(=O)Nc2cccc(Cl)c2)Nc2ccccc2)n1	/	/	/	-4	153	-3%	8%	4	153
Cc1ccc(S(=O)(=O)N2CCN(C(=O)CN3C(=O)NC4(CCOc5ccccc54)C3=O)CC2)cc1 (configuration not stated)	-4	89	94	2	41	-10%	-69%	-2	41
O=C(CCCc1c[nH]c2ccccc12)N1CCN(S(=O)(=O)c2cccs2)CC1	-1	61	63	-7	172	-2%	6%	7	172
CCOc1ccc(Cc2nnc(SCC(=O)c3ccc(OC)cc3)o2)cc1	6	86	80	-9	101	-8%	12%	9	101
Cn1c(=O)c2cc(NCc3ccccc3)nnc2n(C)c1=O	-8	91	99	/	/	31%	5%	/	/
Cc1c(C(N)=O)sc2ncn(CC(=O)N3CCC(C)CC3)c(=O)c12	8	91	83	/	/	4%	16%	/	/
Later entries.
SMILES	MRP resist rev	MRP resist rev cytotoxicity	MRP resist rev with doxorubicin	IL1B NFkB inh	IL1B NFkB inh cell count 2 µM	Bcl-B TR3 displacers	PLAP inhibitors HTS	NFkB transloc pot	NFkB transloc pot cell count 2 µM
CC1CN(C2CCN(C(=O)c3ccccc3)CC2)CC(C)O1 (configuration not stated)	9	99	90	/	/	-9%	-32%	/	/
O=C(COc1ccccc1)Nc1ncc2c(n1)CCCC2=O	1	97	96	-27	119	-7%	7%	27	119
O=C(O)CSc1nnc(-c2cccs2)n1-c1ccc(Cl)cc1	9	88	79	10	107	-8%	15%	-10	107
O=C(NCc1ccccn1)c1cc(S(=O)(=O)N2CCN(c3ccccc3)CC2)ccc1Cl	6	89	83	18	86	-2%	-44%	-18	86
Cc1ccc(N2CCN(/N=C/c3sccc3C)CC2)cc1	/	/	/	6	124	-1%	21%	-6	124
COCCN(C(=O)C(C)C)c1nnc(-c2cccc(C)c2)s1	1	85	84	1	109	4%	-56%	-1	109
CCOC(=O)c1c(-c2ccc(C)o2)csc1NC(=O)CSc1ncn[nH]1	3	77	74	0	152	-4%	-121%	0	152
COC(=O)c1cc(NC(=O)CN2CCOCC2)cc(C(=O)OC)c1	17	105	88	-29	124	-3%	13%	29	124
CCOC(=O)C(C)Oc1cccc2c(=O)n(CC(=O)Nc3ccc(OCC)cc3)ccc12 (configuration not stated)	-4	77	81	13	142	-4%	14%	-13	142
Cc1ccccc1-c1nc(CS(=O)CC(=O)NCCCN(C)c2ccccc2)c(C)o1 (configuration not stated)	-2	86	88	4	123	-10%	-43%	-4	123

Of the compounds above, these have a halogen:
SMILES	MRP resist rev	MRP resist rev cytotoxicity	MRP resist rev with doxorubicin	IL1B NFkB inh	IL1B NFkB inh cell count 2 µM	Bcl-B TR3 displacers	PLAP inhibitors HTS	NFkB transloc pot	NFkB transloc pot cell count 2 µM
CCCC(=O)N1CCN(S(=O)(=O)c2cc(Cl)ccc2OC)CC1	12	88	76	-12	138	11%	-34%	11	138
CCOC(=O)c1oc2ccc(Br)cc2c1CSc1nnc(C)s1	17	100	83	-10	134	-5%	19%	10	134
OC1(c2ccccc2F)CCN(Cc2nnnn2CCc2ccccc2)CC1	4	93	89	-11	150	12%	-69%	11	150
O=C1CC(N(Cc2ccc3c(c2)OCO3)C(=O)Nc2ccc(F)cc2)C(=O)N1c1ccccc1 (configuration not stated)	4	84	80	14	93	-12%	-7%	-14	93
CN1CCc2c(sc3c2c(=O)n(-c2ccccc2)c2nnc(SCc4ccc(Cl)cc4)n32)C1	51	92	41	5	154	-7%	-51%	-5	154
CCOC(=O)C1=C(c2ccccc2)O/C(=C(/C#N)C(F)(F)F)S1	0	2	2	56*	80*	-5%	21%	-56	80
Cc1noc(C)c1S(=O)(=O)N1CCCC(C(=O)NCCc2ccc(Cl)cc2)C1 (configuration not stated)	7	92	85	-12	149	-6%	18%	12	149
O=C1NCCCc2c1oc1cc(Br)c(O)c(Br)c21	-16	70	86	/	/	-4%	-24%	/	/
COc1ccc(C2CC(C(F)(F)F)n3ncc(C(=O)Nc4c(C)n(C)n(-c5ccccc5)c4=O)c3N2)cc1 (configuration not stated)	3	82	79	2	106	/	/	-2	106
COc1ccc(Cc2nc(-c3ccc(Br)o3)no2)cc1OC	3	92	89	-24	168	-32%	-61%	25	168
COc1cc(C(=O)NCc2ccco2)c(Br)c(OC)c1OC	/	/	/	8	95	4%	1%	-8	95
Cc1cc(C)nc(/N=C(/NC(=O)Nc2cccc(Cl)c2)Nc2ccccc2)n1	/	/	/	-4	153	-3%	8%	4	153
O=C(O)CSc1nnc(-c2cccs2)n1-c1ccc(Cl)cc1	9	88	79	10	107	-8%	15%	-10	107
O=C(NCc1ccccn1)c1cc(S(=O)(=O)N2CCN(c3ccccc3)CC2)ccc1Cl	6	89	83	18	86	-2%	-44%	-18	86

Screening results: PubChem, several laboratories
